Growth percent in the NCI-60 one-dose screen (48 h, 10 µM unless noted): 100 = growth as untreated, 0 = no growth, -100 = all killed.
NCI-H522 – NCI-H522 lung cancer; 8% of 78,000 active
NCI-H460 – NCI-H460 lung cancer | 6.8% of 82,000 active | AID 1794736
NCI-H322M – NCI-H322M lung cancer | 2.7% of 80,000 active
NCI/ADR-RES – NCI/ADR-RES ovarian cells | 4.4% of 81,000 active | AID 1794790
COLO 205 – COLO 205 colon cancer; 7.3% of 79,000 active; AID 1794742
HCT-15 – HCT-15 colon cancer; 5.2% of 82,000 active
NCI-H226 – NCI-H226 lung cancer; 3.5% of 79,000 active; AID 1794732
HCT-116 – HCT-116 colon cancer. 7.3% of 82,000 active
NCI-H23 – NCI-H23 lung cancer; 4% of 80,000 active
* = called active by the depositor; x = no result given. Rule for the calls: active = growth percent below 10; inactive = the rest.

Key to letters: A = NCI-H522; B = NCI-H460; C = NCI-H322M; D = NCI/ADR-RES; E = COLO 205; F = HCT-15; G = NCI-H226; H = HCT-116; I = NCI-H23
1: CC(C)C[C@@H](NC(=O)[C@@H](Cc1ccccc1)NC(=O)c1cnccn1)B1O[C@H]2[C@H](O)[C@@H](C(=O)NCCCC[C@@H]3NC(=O)[C@@H](Cc4ccccc4)NC(=O)[C@H](CC(=O)O)NC(=O)CNC(=O)[C@H](CCCN=C(N)N)NC3=O)O[C@@H](CN)[C@H]2O1
  A = -68*	B = -45*	C = 6.4*	D = 7.0*	E = -81*	F = -54*	G = -46*	H = -50*	I = -29*
2: COc1cc(-c2nc(N3CCOCC3)c3ccccc3n2)cc(OC)c1OC
  A = 45	B = 96	C = 79	D = 57	E = 67	F = 68	G = 58	H = 67	I = 80
3: COC12C=C/C(=C(/C(=O)OCc3ccncc3)C(=O)CCCCCCCCC3(OC)C=C/C(=C(/C(=O)OCc4ccncc4)C(=O)CCCCCCCC1)O3)O2
  A = -41*	B = 1.9*	C = -63*	D = 5.9*	E = -25*	F = -58*	G = -65*	H = -62*	I = -61*
4: COC[C@@H](CC(C)C)N=C1N/C(=C\c2ccc3ncsc3c2)C(=O)N1C
  A = -30*	B = 21	C = 9.1*	D = 0.4*	E = -28*	F = 2.0*	G = 11	H = 14	I = -18*
5: NC(Cc1ccccc1)=Nc1ccc(S(=O)(=O)O)cc1
  A = 108	B = 110	C = 106	D = 104	E = 115	F = 116	G = 95	H = 108	I = 107
6: COc1ccc2c(c1)[nH]c(=O)c1c3cc(OC)ccc3cn21
  A = 13	B = -33*	C = 34	D = 22	E = -14*	F = 4.5*	G = 30	H = -89*	I = 41
7: COc1ccc(S(=O)(=O)NC2c3ccccc3CC2O)cc1 (stereo unspecified)
  A = 105	B = 110	C = 103	D = 108	E = 114	F = 99	G = 103	H = 100	I = 102
8: COc1ccccc1-c1cn2c(ccc3ccccc32)n1
  A = 85	B = 103	C = 89	D = 82	E = 110	F = 91	G = 81	H = 93	I = 87
9: NS(=O)(=O)c1ccc(CCN2C(=O)c3nccnc3C2=O)cc1
  A = 84	B = 114	C = 88	D = 103	E = 116	F = 104	G = 100	H = 99	I = 97
10: CC(=O)C1=NN(c2ccccc2)C2NC(=O)/C(=C\c3cn(-c4ccccc4)nc3-c3cc4ccccc4o3)C(=O)N12 (stereo unspecified)
  A = 92	B = 93	C = 84	D = 95	E = x	F = 100	G = 93	H = 92	I = 81
11: CC(C)(O)C1CCCN1C(=O)c1ccccc1I (stereo unspecified)
  A = 84	B = 86	C = 101	D = 88	E = 105	F = 99	G = 89	H = 69	I = 95
12: O=C1NC(=O)/C(=C/c2cccc(OCc3cc4ccccc4nc3Cl)c2)S1
  A = 103	B = 109	C = 106	D = 90	E = 127	F = 66	G = 86	H = 38	I = 92
13: Cc1cccc(CN(C)C)c1CC(O)(c1ccccc1)c1ccccc1
  A = 87	B = 108	C = 82	D = 92	E = 95	F = 100	G = 87	H = 88	I = 101
14: COc1nc(OCCOC(=O)C(=O)c2c[nH]c3ccccc23)ccc1CNCCNC(C)=O
  A = 100	B = 101	C = 101	D = 104	E = 98	F = 99	G = 88	H = 101	I = 101
15: CCOC(=O)c1c2c(n3cc(C)ccc13)C(=O)c1ccccc1C2=O
  A = 59	B = 64	C = 82	D = 90	E = 79	F = 78	G = 86	H = 60	I = 80
16: Cn1cc(-c2csc(-c3cn(C)c4ncccc34)n2)c2ccccc21
  A = -19*	B = 12	C = 45	D = 23	E = -7.5*	F = 27	G = 75	H = 21	I = 42
17: COP(=O)(OC)C(C)(C)CC(=O)CC(C#N)(C#N)C(C#N)C#N
  A = 101	B = 112	C = 99	D = 98	E = 107	F = 93	G = 93	H = 92	I = 99
18: O=C(Nc1cccc(F)c1)c1cc(=O)[nH]c2cc(Br)ccc12
  A = 24	B = 22	C = 54	D = 53	E = 20	F = 29	G = 55	H = 19	I = 73
19: Cc1ccc2c(NCCCN(C)C)c3c(C)nn(C)c3nc2c1
  A = 28	B = 8.8*	C = 35	D = 45	E = 13	F = 29	G = 42	H = 20	I = 52
20: COc1c(O)c(O)cc2c3c(oc12)CC(c1ccc(Cl)cc1)CC3=O (stereo unspecified)
  A = 50	B = 22	C = 76	D = 64	E = 109	F = 34	G = 98	H = 32	I = 73
21: CC(C)(C)c1ccc(S(=O)(=O)O)s1
  A = 90	B = 106	C = 111	D = 106	E = x	F = 107	G = 107	H = 107	I = 115
22: COc1ccc(/C=C2/NC(=S)N(c3ccccc3)C2=O)cc1
  A = 99	B = 100	C = 98	D = 109	E = 115	F = 100	G = 103	H = 99	I = 104
23: CCOC(=O)C(c1ccccc1)C(OC(C)=O)c1ccc2c(c1)OCO2 (stereo unspecified)
  A = 96	B = 99	C = 90	D = 88	E = 101	F = 86	G = 99	H = 91	I = 88
24: CCCCCCCCN1C(=O)/C(=c2\sc3n(c2=O)C2C(NN=3)N(CC)C(=O)N2CC)c2ccccc21 (stereo unspecified)
  A = 67	B = 88	C = 83	D = 82	E = 104	F = 93	G = 92	H = 63	I = 79
25: Cc1c2cnccc2c(C)c2c1c1cc(O)ccc1n2C(C)C
  A = -9.6*	B = -10*	C = x	D = 1.3*	E = 18	F = 2.1*	G = 79	H = -49*	I = 0.2*
26: O=C(Nc1ccc(C(F)(F)F)cc1)Nc1nccnc1OCc1ccc(F)cc1
  A = 75	B = x	C = 90	D = 103	E = x	F = 92	G = 95	H = 83	I = 92
27: O=C(NCCN1CCN(C(=O)Nc2ccccc2Cl)CC1)Nc1ccccc1Cl
  A = 92	B = 111	C = 102	D = 99	E = 123	F = 100	G = 113	H = 105	I = 100
28: C#C[C@]1(O)CC[C@H]2[C@@H]3CC=C4c5sc(Nc6cccc(C)n6)nc5CC[C@]4(C)[C@H]3CC[C@@]21C
  A = 45	B = 4.5*	C = 61	D = 39	E = 68	F = 16	G = 45	H = 14	I = 36
29: COc1ccc(Nc2nc(/N=C/c3ccc(OC)c(OC)c3)n[nH]2)cc1
  A = 95	B = 108	C = 108	D = 101	E = 121	F = 101	G = 104	H = 112	I = 97
30: CC(=O)c1ccc(NC(=O)c2cc(-c3ccccc3Cl)oc2C)cc1
  A = 91	B = 106	C = 113	D = 100	E = 119	F = 92	G = 102	H = 97	I = 96

Reformatted: 9 of the compounds above.
nr | molecule | NCI-H522 | NCI-H460 | NCI-H322M | NCI/ADR-RES | COLO 205 | HCT-15 | NCI-H226 | HCT-116 | NCI-H23
1 | CC(C)C[C@@H](NC(=O)[C@@H](Cc1ccccc1)NC(=O)c1cnccn1)B1O[C@H]2[C@H](O)[C@@H](C(=O)NCCCC[C@@H]3NC(=O)[C@@H](Cc4ccccc4)NC(=O)[C@H](CC(=O)O)NC(=O)CNC(=O)[C@H](CCCN=C(N)N)NC3=O)O[C@@H](CN)[C@H]2O1 | -68* | -45* | 6.4* | 7.0* | -81* | -54* | -46* | -50* | -29*
2 | COc1cc(-c2nc(N3CCOCC3)c3ccccc3n2)cc(OC)c1OC | 45 | 96 | 79 | 57 | 67 | 68 | 58 | 67 | 80
3 | COC12C=C/C(=C(/C(=O)OCc3ccncc3)C(=O)CCCCCCCCC3(OC)C=C/C(=C(/C(=O)OCc4ccncc4)C(=O)CCCCCCCC1)O3)O2 | -41* | 1.9* | -63* | 5.9* | -25* | -58* | -65* | -62* | -61*
4 | COC[C@@H](CC(C)C)N=C1N/C(=C\c2ccc3ncsc3c2)C(=O)N1C | -30* | 21 | 9.1* | 0.4* | -28* | 2.0* | 11 | 14 | -18*
5 | NC(Cc1ccccc1)=Nc1ccc(S(=O)(=O)O)cc1 | 108 | 110 | 106 | 104 | 115 | 116 | 95 | 108 | 107
6 | COc1ccc2c(c1)[nH]c(=O)c1c3cc(OC)ccc3cn21 | 13 | -33* | 34 | 22 | -14* | 4.5* | 30 | -89* | 41
7 | COc1ccc(S(=O)(=O)NC2c3ccccc3CC2O)cc1 (stereo unspecified) | 105 | 110 | 103 | 108 | 114 | 99 | 103 | 100 | 102
8 | COc1ccccc1-c1cn2c(ccc3ccccc32)n1 | 85 | 103 | 89 | 82 | 110 | 91 | 81 | 93 | 87
9 | NS(=O)(=O)c1ccc(CCN2C(=O)c3nccnc3C2=O)cc1 | 84 | 114 | 88 | 103 | 116 | 104 | 100 | 99 | 97

The list goes on.
Key to letters: A = NCI-H522; B = NCI-H460; C = NCI-H322M; D = NCI/ADR-RES; E = COLO 205; F = HCT-15; G = NCI-H226; H = HCT-116; I = NCI-H23
31: CC(C)c1ccc(/C=N\Nc2ccc([N+](=O)[O-])cn2)cc1
  A = 81	B = 109	C = 112	D = 106	E = 83	F = 94	G = 102	H = 85	I = 95
32: CC(C)(C)c1cc(-n2c(-c3ccc(Cl)cc3)nc3cc(C(=O)Nc4ccc(Cl)cc4)ccc32)n[nH]1
  A = 57	B = 40	C = 82	D = 40	E = 52	F = 39	G = 74	H = 28	I = 33
33: Cc1nnc(NS(=O)(=O)c2ccc(N=Nc3c(N)nc(N)[nH]c3=O)cc2)s1
  A = 95	B = 106	C = 97	D = 104	E = 112	F = 103	G = 99	H = 114	I = 103
34: CC1(C)C(=O)CCC2(C)C1=CCC1C2C(=O)CC2(C)C1CCC2(O)C(=O)CO (stereo unspecified)
  A = 77	B = 111	C = 118	D = 104	E = 97	F = 97	G = 104	H = 97	I = 96
35: Cc1csc(C)[n+]1CCc1ccccc1
  A = 86	B = 105	C = 110	D = 104	E = 93	F = 102	G = 97	H = 96	I = 102
36: N#CC(C#N)N=Nc1cc(Cl)ccc1Cl
  A = 90	B = 102	C = x	D = 112	E = 110	F = 101	G = 104	H = 97	I = 106
37: CSc1nc2c(c(=O)[nH]1)C(c1ccc(Br)cc1)C1=C(N2)/C(=C/c2ccc(Br)cc2)CN(C)C1 (stereo unspecified)
  A = 69	B = 81	C = 80	D = 65	E = 94	F = 71	G = 91	H = 46	I = 88
38: COc1ncnc2nc[nH]c12
  A = 98	B = 106	C = 98	D = 108	E = 107	F = 104	G = 100	H = 108	I = 105
39: CNC(=O)n1cc(Cl)ccc1=O
  A = 94	B = 106	C = 97	D = 107	E = 104	F = 102	G = 97	H = 95	I = 104
40: COc1ccc(C(=O)C(C(c2ccccc2)N2CCOCC2)N2CCOCC2)cc1 (stereo unspecified)
  A = 85	B = 101	C = 98	D = 102	E = 101	F = 101	G = 100	H = 97	I = 102
41: COc1c(N2CC3CCCNC3C2)c(F)cc2c(=O)c(C(=O)NN)cn(C3CC3)c12 (stereo unspecified)
  A = 108	B = 111	C = 96	D = 104	E = 111	F = 109	G = 100	H = 103	I = 96
42: CC(O)COc1ccccc1 (stereo unspecified)
  A = 112	B = 106	C = 113	D = 107	E = 99	F = 104	G = 104	H = 105	I = 102
43: CCCN=C(N)c1ccc(NC(=O)c2ccc(C(=O)Nc3ccc(C(N)=NCCC)cc3)cc2)cc1
  A = 95	B = 99	C = 96	D = 98	E = 71	F = 100	G = 73	H = 92	I = 93
44: COc1ccc(NC(=O)CCC(=O)O)cc1
  A = 94	B = 103	C = 100	D = 105	E = 97	F = 106	G = 100	H = 104	I = 105
45: FC1(F)C=C(c2ccccc2)C1(Cl)Cl
  A = 98	B = 104	C = x	D = 116	E = 109	F = 115	G = 103	H = 107	I = 110
46: CS(=O)(=O)c1ccc(-c2cnc3ccc(-c4cccc(C(=O)N5CCNCC5)c4)nn23)cc1
  A = 87	B = 101	C = 98	D = 105	E = 101	F = 102	G = 92	H = 98	I = 101
47: Cc1ccccc1Oc1ccccc1C(=O)O
  A = 81	B = 112	C = x	D = 105	E = 96	F = 100	G = 94	H = 89	I = 99
48: CN(C)c1ccc(/C=C(/CC(=O)c2ccc(Cl)c(Cl)c2)C(=O)NN)cc1
  A = 85	B = 98	C = 92	D = 97	E = 106	F = 92	G = 86	H = 98	I = 88
49: CCN1C(=O)CC2CCCC1C2 (stereo unspecified)
  A = 97	B = 111	C = 97	D = 103	E = x	F = 106	G = x	H = 103	I = 104
50: O=S(=O)(NCCCNc1nccc(-n2cnc3ccccc32)n1)c1ccc(F)cc1
  A = 68	B = 80	C = 99	D = 64	E = 86	F = 83	G = 64	H = 59	I = 70
51: OCC1(CCCc2ccccc2)CCCN(c2nccc3ccccc23)C1 (stereo unspecified)
  A = 23	B = 34	C = 83	D = 12	E = 10	F = 28	G = 38	H = 15	I = 15
52: COc1cc2nc(Cl)nc(Nc3cccc(C(=O)/C=C/c4cc(OC)c(OC)c(OC)c4)c3)c2cc1OC
  A = 72	B = 98	C = 100	D = 85	E = 116	F = 42	G = 84	H = 40	I = 88
53: O=C(Nc1ccc(F)cc1)Nc1ccc(NC(=O)c2cc(=O)[nH]c3ccccc23)cc1
  A = 97	B = 104	C = 109	D = 101	E = 114	F = 102	G = 97	H = 108	I = 105
54: CCCCOCCOC(=O)c1ccc(C)cc1
  A = 108	B = x	C = 109	D = 108	E = 112	F = 101	G = 111	H = 111	I = 100
55: Nc1c(C(=O)Nc2cccc([N+](=O)[O-])c2)sc2nc3c(cc12)CCCCC3
  A = 87	B = 92	C = 103	D = 106	E = 109	F = 98	G = 103	H = 104	I = 107
56: CSc1nc(C)cc(Cl)n1
  A = 121	B = 120	C = 122	D = 111	E = 129	F = 117	G = 117	H = 106	I = 107

From PubChem BioAssay
